AID2073 = disruptors of CaV2.2 binding to Mint1 – biochemical, HTRF (AID 2073) | hit rate 0.19% among 290,000 | inhibition, % at 20 µM; hits with a dose series show IC50 in µM | HTRF protein-protein interaction, Mint1-CaV2.2; higher % means a stronger effect; in the data active = inhibition mostly above about 51%, no sharp cut-off; note: some results filed as inactive read as strong as hits
LYP inhibition = PTPN22 lymphoid phosphatase activity blockers – biochemical, fluorescence intensity, uHTS (AID 1779) | hit rate 0.054% among 290,000 | one-dose inhibition, % at 11.5 µM; IC50 in µM for titrated hits | recombinant LYP phosphatase, fluorescence intensity; higher % means a stronger effect;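 note: plate controls were vehicle with enzyme for no effect and no enzyme for full effect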
XIAP antagonists = XIAP antagonists, biochemical, IAP family, fluorescence polarization (AID 1018) | XIAP BIR domain, fluorescence polarization peptide displacement; higher % means a stronger effect | displacement, % at 20 µM; hits with a dose series show IC50 in µM | hit rate 0.007% among 200,000; in the data active = displacement above about 50%; note: a part of the inactive calls stands beside numbers as strong as those of hits
Lipid droplet = modulators of hepatic lipid droplet formation | inhibition, % at 6.5 µM | AML12 mouse hepatocytes, oleate lipid droplets, BODIPY imaging | hit rate 0.4% among 240,000;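 active = lipid droplet intensity inhibited by at least 50%, with more than 500 cells counted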
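material = mouse AML12 hepatocyte cell line, fixed after treatment | also added = 100 µM oleic acid challenge | doses = compound at 6.5 µM only | schedule = overnight exposure | technique = Image-based BODIPY and DAPI two-channel analysis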
SIAH1 antagonists = Siah-1 peptide-binding antagonists, primary screen, biochemical, fluorescence polarization, rhodamine-plectin, uHTS (AID 1817) | hit rate 0.02% among 290,000 | Siah-1 / rhodamine-plectin peptide fluorescence polarization; higher % means a stronger effect | displacement, % at 20 µM, or IC50 in µM where a hit was titrated;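 active = displacement of at least 50% at 20 µM, with a fluorescence ratio check between 0.3 and a set limit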;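 note: plate controls were Siah plus tracer with DMSO for no effect and tracer alone without Siah for full effect; strong numbers were not always called active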
P. falciparum M1AAP = malaria alanyl aminopeptidase activity blockers – biochemical, fluorogenic H-Leu-NHMec substrate, 1536-well (AID 1445). recombinant M1AAP, H-Leu-NHMec fluorogenic kinetic assay; higher % means a stronger effect. inhibition, % at 30 µM, or IC50 in µM where a hit was titrated. hit rate 0.42% among 220,000;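 active = primary inhibition above the hit cutoff, then over 50% inhibition at one or more dose response concentrations, cut at about 23% in these data, passing the limit was not always enough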;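 note: plate controls were DMSO full reaction for no effect and no enzyme background for full effect; strong numbers were not always called active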
HEK293 NOD2/NF-kB = NOD2 signaling inhibitors, cell-based, luminescence, uHTS, HEK293 (AID 1566). HEK293 NOD2/NF-kB luciferase reporter, luminescence; higher % means a stronger effect. one-dose inhibition, % at 4 µM; EC50 in µM for titrated hits. hit rate 0.63% among 290,000; note: many of its hits are not listed in these tables
CSM14.1 death rescue = rescue of cells from ER stress-induced death, primary screen, 384-well, CSM14.1, thapsigargin, ATP luminescence (AID 1222). CSM14.1 thapsigargin-induced death rescue, ATP luminescence; higher % means a stronger effect. cellular ATP content (survival), % at 20 µM; hits with a dose series show EC50 in µM. 190,000 tested, under 10 active;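 active = EC50 below 50 µM in the dose-response confirmation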;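 note: death triggered by thapsigargin at about 15 µM added after 2 h compound pretreatment; cell ATP read after overnight thapsigargin exposure of roughly 18 to 22 hours; normalized against plate controls of thapsigargin alone and 5% DMSO vehicle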
M17LAP inhibition = P. falciparum M17LAP inhibitors, primary screen, biochemical, fluorogenic H-Leu-NHMec substrate, 1536-well (AID 1619); recombinant M17LAP, H-Leu-NHMec fluorogenic kinetic assay; higher % means a stronger effect; one-dose inhibition, % at 30 µM; IC50 in µM for titrated hits; hit rate 0.38% among 220,000;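 active = compound inhibiting the enzyme by more than half at any dose during confirmatory dose-response retesting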;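 note: plate controls were full reaction with DMSO carrier for no effect and no enzyme background for full effect; strong numbers were not always called active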
Lipid droplet cells 6.5 µM = second read-out of Lipid droplet, no call of its own (marks repeat the call); cell count; measured here: cell count, cytotoxicity flag;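 cells counted across two imaged fields per well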
Starred values were filed as active, the others as inactive; / = not tested or not shown. Cut-off read from the data, not from the text of the source, unless noted: active = inhibition above about 50%; inactive = the rest.

No. | compound | AID2073 | LYP inhibition | XIAP antagonists | Lipid droplet | Lipid droplet cells 6.5 µM | SIAH1 antagonists | P. falciparum M1AAP | HEK293 NOD2/NF-kB | CSM14.1 death rescue | M17LAP inhibition
1 | CC1(C)Cc2c(sc3ncnc(NN)c23)CO1 | -2% | -5% | / | -8 | 762 | 7% | / | 6% | / | /
2 | Cc1ccc(S(=O)(=O)N2CCCCCC2)cc1[N+](=O)[O-] | 18% | -13% | -3.8% | -3 | 690 | -5% | 6% | 22% | -2.7% | 6%
3 | Cc1cc(NS(=O)(=O)c2ccc(CC(C)C)cc2)no1 | 26% | -7% | -2.9% | 1 | 726 | 4% | 0% | 0% | -1.2% | 4%
4 | O=C(CCN1C(=O)C2C3C=CC(C4CC34)C2C1=O)Oc1ccc(Br)cc1 (stereo not drawn) | 8% | 0% | -8.7% | 11 | 573 | -2% | -1% | 1% | -0.6% | -3%
5 | Clc1ccc(OCc2cn3cccnc3n2)c2ncccc12 | 9% | -4% | -6.0% | -1 | 771 | 1% | 16% | -20% | 0.8% | -9%
6 | CCN(C(=O)C(C)OC(=O)C1C(C(=O)OC)=C(C)NC(C)=C1C(=O)OC)c1ccccc1 (stereo not drawn) | -2% | -7% | 0.5% | 2 | 698 | 3% | 21% | 16% | -0.7% | 2%
7 | O=C(c1ccc(CSc2ccccc2)cc1)N1CCN(c2ccccc2)CC1 | -1% | 10% | -3.1% | 3 | 683 | 4% | 9% | 15% | 0.3% | 4%
8 | COc1ccc(CC(=O)NC2CC2)cc1OC | -2% | -6% | / | -1 | 759 | 6% | / | 1% | / | /
9 | CC1CN(c2ccc(NC(=S)NNCCC#N)cc2)CC(C)O1 (stereo not drawn) | 3% | 3% | / | / | / | 2% | 6% | 7% | / | 11%
10 | O=C(Cn1nnc(-c2ccccc2)n1)c1ccccc1 | 2% | -10% | -2.2% | / | / | 2% | 0% | 4% | 4.2% | 0%
11 | C[n+]1cccc2cccc([O-])c21 | 27% | -1% | / | -6 | 726 | 29% | 6% | 6% | / | -4%
12 | Cn1c(C(=O)O)c(CC(=O)N2CCC(Cc3ccccc3)CC2)c2ccccc21 | -1% | 1% | -1.5% | 1 | 730 | -3% | 0% | 10% | 0.8% | 46%
13 | CCOCCCNC(=O)CS(=O)(=O)Cc1nc(-c2cccc(OC)c2)oc1C | -4% | 1% | -3.9% | 2 | 684 | -5% | -2% | -5% | -3.8% | 1%
14 | O=C(/C=C/c1cccc([N+](=O)[O-])c1)Nc1ccc(Cl)cn1 | -3% | 3% | -4.5% | 0 | 619 | 0% | 4% | -34% | -1.4% | -1%
15 | CCOC(=O)c1c(S(=O)(=O)N2CCN(Cc3ccccc3)CC2)c(C)n(C)c1C | -4% | -13% | / | -18 | 704 | -1% | / | -9% | / | /
16 | OCCN(CCO)c1ncnc2c1sc1nc(N3CCOCC3)c3c(c12)CCCC3 | 17% | -3% | -7.2% | 15 | 639 | 3% | 5% | 11% | -2.1% | 15%
17 | CCn1nc(C)cc1C(=O)N1CCCC(Nc2ccc(C(C)C)cc2)C1 (stereo not drawn) | 4% | -10% | / | -17 | 871 | -3% | / | 8% | / | /
18 | CCC(=O)Nc1ccc(-c2csc(C)n2)cc1 | 0% | -1% | 0.5% | 0 | 761 | 8% | 2% | -24% | -2.0% | 6%
19 | CCOc1ccc(CN2CCN(Cc3cccn3-c3nccs3)CC2CCO)cc1 (stereo not drawn) | -11% | -4% | / | 2 | 755 | -5% | 6% | -6% | / | 11%
20 | COc1ccc(/C=C/C(=O)NC(=S)Nc2cc3oc4ccccc4c3cc2OC)cc1 | 1% | -2% | -4.5% | 14 | 714 | 16% | 0% | -3% | -0.5% | 6%

Along the list, from the results shown.
Lipid droplet for entries 5–12 → -1, 2, 3, -1, /, /, -6, 1
CSM14.1 death rescue for entries 5–12 → 0.8%, -0.7%, 0.3%, /, /, 4.2%, /, 0.8%

Next part
No. | compound | AID2073 | LYP inhibition | XIAP antagonists | Lipid droplet | Lipid droplet cells 6.5 µM | SIAH1 antagonists | P. falciparum M1AAP | HEK293 NOD2/NF-kB | CSM14.1 death rescue | M17LAP inhibition
21 | COc1cnc(-c2ccccn2)nc1Oc1ccccc1Cl | 4% | -7% | -1.6% | -9 | 633 | -2% | 7% | 13% | -2.7% | -7%
22 | CCOc1ccc(C(=O)C[n+]2ccc(C(=O)NCCO)cc2)cc1 | -7% | -8% | / | -26 | 647 | -2% | / | 2% | / | /
23 | O=C(NCCN1CCN(Cc2ccccc2Cl)CC1)Nc1ccccc1 | -4% | -1% | -5.1% | / | / | 4% | 3% | 16% | -3.3% | -2%
24 | O=S(=O)(c1ccc(F)cc1)N1CCN(C(=S)NCCc2ccccc2)CC1 | 2% | -2% | / | -2 | 666 | 3% | / | 11% | / | /
25 | CCOC(=O)c1c(C)[nH]c(C(=O)COC(=O)/C=C/c2cccc(OC)c2OC)c1C | 14% | -8% | -9.8% | -4 | 658 | 9% | 0% | 20% | 1.2% | -6%
26 | CC1CC(CC(=O)Nc2nc(-c3ccccc3)cs2)C(=O)O1 (stereo not drawn) | 3% | -8% | -10% | 2 | 687 | 14% | 6% | 12% | -0.7% | 2%
27 | COc1ccc2nc(SCCN(C)C)[nH]c2c1 | 28% | -5% | -2.1% | -1 | 661 | 2% | -6% | 24% | -0.4% | 0%
28 | Cc1ccc(COc2ccc(Br)cc2/C=N/O)cc1 | -2% | -3% | -10% | / | / | 2% | 5% | -61% | -1.7% | -8%
29 | CCn1c(SCC(=O)NC(=O)NC(C)(C)C)nc2ccccc21 | 4% | -7% | -1.3% | 0 | 695 | 3% | -1% | 10% | 1.9% | 2%
30 | COc1cc2c(cc1OC)C(c1ccc([N+](=O)[O-])cc1)NCC2 (stereo not drawn) | -12% | -6% | / | -4 | 842 | 1% | / | -12% | / | /
31 | Cc1ccc(CNC(=O)/C=C/c2cccs2)cc1 | 3% | -10% | -2.0% | -2 | 708 | 1% | 2% | -8% | -0.3% | 11%
32 | O=C(NCCc1nc2ccccc2[nH]1)c1ccco1 | -4% | -8% | -0.5% | / | / | 4% | -4% | 11% | -0.8% | 14%
33 | Cc1ccc(C)c(N2CCN(C(=O)C3CCCCN3S(=O)(=O)c3ccc(F)cc3)CC2)c1 (stereo not drawn) | -4% | 0% | -4.6% | -23 | 796 | 2% | -3% | -2% | 6.5% | 2%
34 | CCOC(=O)c1cccc(NC(=O)CCc2nc(-c3ccccc3F)no2)c1 | -12% | -9% | -3.3% | / | / | -1% | 6% | 14% | 2.1% | 6%
35 | CCOc1cc(/C=N/Nc2nc(=O)[nH]nc2C)ccc1O | 12% | -1% | -0.7% | -14 | 630 | -3% | 19% | 10% | -0.4% | 8%
36 | COc1ccccc1C1CC(c2ccc(NS(C)(=O)=O)cc2)=NN1C(=O)c1ccccc1 (stereo not drawn) | 14% | 2% | -7.9% | 21 | 684 | -2% | 12% | 12% | 1.8% | -19%
37 | Cc1cc(C)c(S(=O)(=O)c2ccccc2C)c(Cl)n1 | -1% | 16% | -1.4% | / | / | 4% | 8% | 15% | 3.8% | 8%
38 | CC1=CC(=C(C#N)C#N)C=C(C)N1Cc1ccccc1 | -8% | 2% | 0.6% | -4 | 686 | -2% | 2% | -1% | -1.7% | -1%
39 | O=[N+]([O-])c1ccccc1OCCCNCc1ccccc1 | 25% | -6% | -0.9% | 2 | 711 | -1% | 0% | 3% | -2.4% | -4%
40 | Cc1cc(=O)oc2cc(OCCSc3nnc(-c4ccccc4)o3)ccc12 | 5% | 4% | -1.2% | -8 | 685 | -1% | -3% | 15% | -0.1% | -6%
41 | O=C(O)CCNS(=O)(=O)c1ccc2c(c1)CCCC2 | 8% | -3% | -10% | -6 | 680 | -1% | 1% | 13% | -0.7% | 1%
42 | CCN(CC)S(=O)(=O)c1ccc2oc(C(=O)N3CCOCC3)c(C)c2c1 | -3% | -1% | -1.5% | -14 | 687 | 0% | 6% | -5% | -1.7% | 8%
43 | COCCN(CCOC)C(=O)Nc1ccc(Cl)cc1 | 14% | -1% | -4.3% | 8 | 661 | 3% | 9% | -12% | -1.1% | 1%
44 | COc1ccccc1N1CCN(C(=O)c2cc3c(s2)CCC3)CC1 | 10% | -6% | -6.2% | -6 | 796 | 11% | 4% | 3% | -0.6% | 4%
45 | CCC(=O)N1CCN(c2cc(C)ccc2C)CC1 | -3% | -8% | -2.0% | 5 | 793 | -5% | 6% | 4% | -2.3% | -19%
46 | COc1cc(CN2CCN(c3ccc(C)cc3)CC2)cc([N+](=O)[O-])c1O | -5% | -7% | -4.2% | / | / | 2% | 16% | 11% | 2.3% | 14%
47 | COCCn1c(COc2ccc(OC)cc2)nc2ccccc21 | 2% | -8% | -1.8% | -5 | 805 | -4% | 3% | -8% | -4.6% | -4%
48 | Cc1ccc(C(c2nnnn2C2CCCCC2)N2CCc3ccccc32)cc1 (stereo not drawn) | -1% | 3% | -4.0% | -6 | 551 | 3% | -1% | 9% | 1.9% | 9%
49 | COCCCNC(=O)C(=O)Nc1cc2c3c(c1)CCN3C(=O)CC2 | 2% | -9% | / | 8 | 716 | -4% | / | -13% | / | /
50 | C=CCN1C(=O)CSc2ccc(C(=O)NC3CCCCC3)cc21 | 0% | -12% | / | 5 | 738 | 4% | / | 0% | / | /
51 | COc1cc(C(=O)NCCCN(C)C)ccc1OCC(=O)Nc1cccc(C(F)(F)F)c1 | -5% | -2% | -3.2% | 4 | 617 | 2% | 2% | 18% | -1.0% | 7%
52 | COc1ccc(Cl)cc1NC(=O)c1cc(-c2ccccc2)on1 | 22% | -14% | / | -5 | 728 | -4% | / | 18% | / | /
53 | O=C(CNC(=O)C1CCCCC1)Nc1ccc(F)c(Cl)c1 | -1% | 0% | -8.2% | 16 | 688 | -1% | 2% | -10% | / | -2%
54 | Cc1noc(NS(=O)(=O)c2ccc(NC(=O)CCn3c(=O)oc4ccccc43)cc2)c1C | 2% | -5% | -0.8% | -9 | 660 | -6% | 8% | 4% | 0.3% | 0%
55 | Cc1ccc2[nH]c(=O)c(C(c3nnnn3C(C)(C)C)N(Cc3ccco3)CC3CCCO3)cc2c1 (stereo not drawn) | 5% | -2% | -3.7% | / | / | 0% | 0% | -17% | 0.6% | 9%
56 | OC(COc1ccc(Br)cc1)CN1CCC(Cc2ccccc2)CC1 (stereo not drawn) | 0% | -11% | / | -15 | 780 | 2% | / | -21% | / | /
57 | COc1ccc(NC(=O)CC(c2ccco2)C(C)C)cc1 (stereo not drawn) | 11% | -2% | / | -13 | 811 | -7% | / | -8% | / | /

Compound activity as filed in PubChem BioAssay.

The list is partial; rates above refer to the full screens.
